High-throughput results (PubChem BioAssay)
USP2a block: inhibitors of human ubiquitin-specific protease USP2a | O75604 | USP2 core, Ub-CHOP2 coupled fluorogenic reporter, 485/531 | Potency, µM (titrated, usually from 38.3 µM), for inactives: at the highest dose activity change, negative = inhibition, most hits filed as inhibitors | actives 0.01% (n = 330,000);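 further: potency means the concentration at half of the fitted maximal effect; plate controls were DMSO wells for no effect and full inhibition by NEM control for full effect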
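Cell-free coupled assay: 10nM USP2 core preincubated 30min RT with compound in Tris-HCl pH 8.0/CaCl2/CHAPS buffer, then 25nM Ub-CHOP2 and 25nM reporter substrate; fluorescence (Ex 485/Em 531) read after 60min RT, normalized to NEM inhibition, concentration-response curves fitted.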
Eya2 inh: blocks the phosphatase activity of human Eya2; recombinant Eya2, OMFP fluorescence dephosphorylation (OMFP is methylfluorescein phosphate); Potency, µM (titrated, usually from 76.9 µM), without a hit: at the top dose activity, negative = inhibition, actives largely listed as inhibitors; actives 0.006% (n = 330,000); AID 488837; further: potency means the concentration at half of the fitted maximal effect; on the % scale 0 is the no-effect control and ±100 the full control effect
Target sequence (O00167 whole entry, looked up): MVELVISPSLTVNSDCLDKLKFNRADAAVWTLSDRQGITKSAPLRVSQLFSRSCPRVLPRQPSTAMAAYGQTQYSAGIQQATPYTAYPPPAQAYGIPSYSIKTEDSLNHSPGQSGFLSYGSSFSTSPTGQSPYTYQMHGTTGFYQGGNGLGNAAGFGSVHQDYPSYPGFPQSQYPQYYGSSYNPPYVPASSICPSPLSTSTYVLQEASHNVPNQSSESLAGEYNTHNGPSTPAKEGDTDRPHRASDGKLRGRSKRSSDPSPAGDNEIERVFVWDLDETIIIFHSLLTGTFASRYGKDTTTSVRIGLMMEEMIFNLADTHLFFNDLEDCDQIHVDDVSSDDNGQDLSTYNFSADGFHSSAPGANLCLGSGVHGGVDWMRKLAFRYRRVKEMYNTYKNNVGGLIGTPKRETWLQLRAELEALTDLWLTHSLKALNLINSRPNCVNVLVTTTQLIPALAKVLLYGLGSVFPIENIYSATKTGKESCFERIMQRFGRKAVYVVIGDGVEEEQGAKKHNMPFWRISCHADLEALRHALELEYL
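Eya2 (0.2 uM) preincubated 10 min at ambient with compound, then OMFP substrate added at 50 uM; 10 min reaction in 50 mM HEPES pH 7.5, 50 mM NaCl, 5 uM MgCl2, 0.05% BSA, 1 mM DTT. Fluorescence read at Ex 485/Em 525 nm.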
ASM inhibitor: inhibitors of human secretory acid sphingomyelinase. P17405. actives 0.006% (n = 340,000). placental ASM, HMU-PC fluorogenic substrate, 60 min. Potency, µM (series often up to 57.5 µM), for the others: at the highest dose activity change, negative = inhibition, most hits filed as inhibitors; further: potency means the concentration at half of the fitted maximal effect
Target sequence (P17405 47-631 limits assumed): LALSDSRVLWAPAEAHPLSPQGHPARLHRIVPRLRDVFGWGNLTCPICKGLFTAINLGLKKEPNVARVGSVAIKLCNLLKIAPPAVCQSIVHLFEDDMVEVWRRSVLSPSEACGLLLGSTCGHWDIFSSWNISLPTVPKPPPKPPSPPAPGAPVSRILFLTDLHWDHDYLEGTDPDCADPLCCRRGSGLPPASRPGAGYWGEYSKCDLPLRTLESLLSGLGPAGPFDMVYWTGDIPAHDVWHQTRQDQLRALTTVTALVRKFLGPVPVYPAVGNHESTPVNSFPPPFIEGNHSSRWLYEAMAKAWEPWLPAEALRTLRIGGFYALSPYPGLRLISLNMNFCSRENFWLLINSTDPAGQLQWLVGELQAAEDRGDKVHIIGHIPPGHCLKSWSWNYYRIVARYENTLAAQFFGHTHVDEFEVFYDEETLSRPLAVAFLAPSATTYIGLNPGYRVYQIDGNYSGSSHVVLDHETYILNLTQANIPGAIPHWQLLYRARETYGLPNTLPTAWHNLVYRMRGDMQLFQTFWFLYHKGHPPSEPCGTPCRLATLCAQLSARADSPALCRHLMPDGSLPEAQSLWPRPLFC
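Fluorogenic HMU-PC substrate (9 uM final) is turned over by placental ASM in 60 min at 37 C after a 10 min compound preincubation. Reaction ended by alkaline stop (pH 10), with fluorescence read at 386/447 nm.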
BRCA1 expr up: activators of BRCA1 expression | actives 1.1% (n = 380,000) | MCF7-BRCA1-FFLuc reporter, luminescence, 48 h; response scale: scaled: vehicle 0%, 10 µM genistein 100% | Potency, µM (series often up to 46.1 µM), for the others: at the top dose activation, most hits filed as activators | AID 624202; further: potency means the concentration at half of the fitted maximal effect; nearly all actives have a fitted effect of over 80% in size; some results filed as inactive show a strong effect at the top dose
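48 h compound treatment of MCF7-BRCA1-FFLuc cells (phenol-red free MEM, 37 °C), then 15 min with luciferase substrate and luminescence imaging.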
B2AR arrestin: recruits beta-arrestin to the human beta2-adrenergic receptor; actives 0.02% (n = 330,000); beta-arrestin recruitment to beta2AR, cell-based reporter; P07550; Potency, µM (series often up to 46.1 µM), for the others: at the highest dose activation, usual class: activators; AID 492947;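 further: potency means the concentration at half of the fitted maximal effect; 0% = DMSO controls and full agonism = EC100 isoproterenol or metaproterenol; nearly all actives have a fitted effect of over 65% in size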
TSG101-PTAP inh: blocks PTAP/TSG101 interaction to inhibit HIV-1 budding; Fluorescence polarization, FITC-PTAP peptide / Tsg101 binding; Q99816; 340,000 tested, under 10 active; Potency, µM (highest dose often 115 µM), for the others: at the top dose activity change, negative = inhibition, usual class: inhibitors; active means well fitted inhibition curve with a large enough effect in the main read-out, with a control signal flat, not every such curve was filed as active; inconclusive means small, poorly fitted or top-dose-only effect, or effect the other way, or a change in a side signal; inactive means no such curve, though single readings can be large or run the other way; further: potency means the concentration at half of the fitted maximal effect; % of control where 0% means no effect
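FP read-out: FITC-PTAP peptide, 50 nM final, binding Tsg101 binding domain, 10 uM final; 20 min, r.t.; 10 mM HEPES pH 7.5, 0.15 M NaCl, 0.01% Tween 20, 3 mM EDTA, 0.1 mM TCEP.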
ELG1 genotoxic: genotoxicity induction in ELG1-luciferase HEK293T cells | Potency, µM (titrated, usually from 46 µM), inactives show at the top dose activity change, positive = activation, hits mostly activators | AID 504466 | actives 1.3% (n = 330,000) | HEK293T ELG1-luciferase reporter, luminescence, 16 h; further: potency means the concentration at half of the fitted maximal effect; % of control where 0% means no effect; nearly all actives have a fitted effect of over 60% in size
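Screening used a luciferase reporter fused to human ELG1 in HEK293T cells. Luminescence was read on a CCD plate imager after 16 hr exposure and 30 min ONE-Glo incubation.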
a7 integrin act: activators of alpha7 integrin expression for muscular dystrophy. actives 0.064% (n = 350,000). Potency, µM (doses to about 38.3 µM), without a hit: at the top dose activation, most hits filed as activators. alpha7betagal myoblasts, beta-gal FDG fluorescence, 48 h. AID 624291;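 further: potency means the concentration at half of the fitted maximal effect; 100% = response of the positive control SU9516; nearly all actives have a fitted effect of over 60% in size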
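alpha7betagal+/- myoblasts (passage 13, 250/well) treated 48 h at 37C with compounds at 1:260 dilution of DMSO stock. Lysed, then beta-galactosidase activity read as FDG fluorescence (ex 480/em 540) after 30 min, with pre-read for autofluorescence.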
TRPV1 agonist: activates the human vanilloid receptor TRPV1. Q8NER1. TRPV1-expressing cells, Fluo-8 calcium influx, agonist mode. activation, % at 8.33 µM. actives 0.19% (n = 320,000). AID 540275; in the data active means activation above about 80%; inconclusive means between about 30% and that limit; further: 0% is about no effect
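Fluo-8 calcium influx in TRPV1-expressing cells, kinetic read (ex 480/em 520 nm). Compound added and read 3 min for agonist activity, followed by capsaicin at EC20 final and 2 min further read for enhancement.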
p53 reactivator: re-activators of mutant p53. H1299 p53-A138V BP100-luciferase reporter, luminescence, 24 h. Potency, µM (series often up to 92.2 µM), for the others: at the highest dose activity change, positive = activation, actives largely listed as activators. actives 0.063% (n = 320,000); further: potency means the concentration at half of the fitted maximal effect; % of control where 0% means no effect; nearly all actives have a fitted effect of over 45% in size
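H1299 (p53-null), stable ts p53-A138V + BP100-Luc; 1000 cells/well, Opti-MEM/10% FBS; cpd 4 pt, 1:5; 24 h, 37 deg C, 5% CO2; detection reagent 10 min RT; luminescence.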
uPA generation: blocks generation of uPA at the cell surface; cell surface uPA generation assay, qHTS; AID 540303; actives 0.31% (n = 330,000); Potency, µM (series often up to 38.3 µM), for the others: at the highest dose activity change, negative = inhibition, usual class: inhibitors; active means well fitted inhibition curve with a large enough effect; inconclusive means small, poorly fitted or top-dose-only effect; inactive means no such curve, though single readings can be large or run the other way; tested in mouse RAW 264.7 cells; further: potency means the concentration at half of the fitted maximal effect; on the % scale 0 is the no-effect control and ±100 the full control effect; nearly all actives have a fitted effect of over 55% in size
* = called active by the depositor; [ ] = another dose, or the depositor's remark. Unless noted, the call rests on the fitted dose curve; in most records, active means well fitted curve in the direction sought with a large enough effect; inconclusive means small, poorly fitted or top-dose-only effect, or another doubt; inactive means no such curve, though single readings can be large; an effect the other way counts as inactive or inconclusive.

`COc1cc(OC)cc(C(=O)NCC(=O)OCC(=O)/C=C2/N(C)c3ccccc3C2(C)C)c1` gave USP2a block 2%, Eya2 inh -24%, ASM inhibitor 99%[activator], BRCA1 expr up -1%, B2AR arrestin -0.3%, TSG101-PTAP inh 0%, ELG1 genotoxic -7%, a7 integrin act 0%, TRPV1 agonist 13, p53 reactivator -7% and uPA generation -4%.
S=c1[nH]ncn1/N=C/c1ccc(Br)cc1 was read as USP2a block 2%, Eya2 inh 16%, ASM inhibitor -3%, BRCA1 expr up 11%, B2AR arrestin 0.1%, TSG101-PTAP inh -6%, ELG1 genotoxic 7%, a7 integrin act 4%, TRPV1 agonist -2, p53 reactivator 20% and uPA generation -3%.
`S=C(Nc1ccc(Cl)cc1)c1nc2ccccc2[nH]1` gave USP2a block -1%, Eya2 inh -19%, ASM inhibitor 0%, BRCA1 expr up -57%, B2AR arrestin 0.0%, TSG101-PTAP inh -2%, ELG1 genotoxic 10%, a7 integrin act -27%, TRPV1 agonist 12, p53 reactivator inconclusive and uPA generation -6%.
Screening N#C/C(=C\c1ccc(F)cc1F)S(=O)(=O)c1ccccn1 returned USP2a block 0%, Eya2 inh -3%, ASM inhibitor 0%, BRCA1 expr up -6%, B2AR arrestin 0.1%, TSG101-PTAP inh -2%, ELG1 genotoxic 3%, a7 integrin act -4%, TRPV1 agonist -1, p53 reactivator 2% and uPA generation -1%.
`COCC(C)NC(=O)c1cc2cc(OC)ccc2[nH]1` (configuration not stated) gave USP2a block 4%, Eya2 inh 1%, ASM inhibitor 5%, BRCA1 expr up -5%, B2AR arrestin -1.6%, TSG101-PTAP inh -1%, ELG1 genotoxic -4%, a7 integrin act 19%, p53 reactivator 1% and uPA generation 3%.
Screening COc1ccc(NC(=O)CSc2nncn2C)cc1 returned USP2a block 9%, Eya2 inh 0%, ASM inhibitor 3%, BRCA1 expr up -1%, B2AR arrestin inconclusive, TSG101-PTAP inh -1%, ELG1 genotoxic 0%, a7 integrin act -12%, TRPV1 agonist -1, p53 reactivator 6% and uPA generation 2%.
`Cn1nccc1C(=O)OCC(=O)Nc1nc(-c2ccccc2)cs1` gave USP2a block 0%, Eya2 inh -8%, ASM inhibitor -7%, BRCA1 expr up 66%, B2AR arrestin -0.1%, TSG101-PTAP inh -10%, ELG1 genotoxic inconclusive, a7 integrin act 0%[7.66 µM], TRPV1 agonist 0, p53 reactivator inconclusive and uPA generation -3%.
`COc1ccc(N2C(=O)/C(=C\c3ccco3)N=C2SCC(N)=O)cc1Cl` gave USP2a block 0%, Eya2 inh -9%, ASM inhibitor 0%, BRCA1 expr up -31%, B2AR arrestin 0.2%, TSG101-PTAP inh 3%, ELG1 genotoxic -2%, a7 integrin act -28%, TRPV1 agonist 7, p53 reactivator -1% and uPA generation -10%.
For O=C(CCNC(=O)c1ccc(Cl)cc1)Nc1ccc(S(=O)(=O)N2CCCCC2)cc1 the results were USP2a block 1%, Eya2 inh -8%, ASM inhibitor 0%, BRCA1 expr up -3%, B2AR arrestin -0.3%, TSG101-PTAP inh 0%, ELG1 genotoxic -6%, a7 integrin act -7%, TRPV1 agonist 28, p53 reactivator -8% and uPA generation 5%.
For CCN1C(=O)N(CC)c2cccc3cccc1c23 the results were USP2a block -1%, Eya2 inh -12%, ASM inhibitor -5%, BRCA1 expr up 19%, B2AR arrestin -0.3%, TSG101-PTAP inh -7%, ELG1 genotoxic 1%, a7 integrin act -9%, TRPV1 agonist 16 and uPA generation 7%.
`N#Cc1c(N)n(Cc2ccccc2)c(=O)c2cc([N+](=O)[O-])ccc12` gave USP2a block 3%, Eya2 inh 1%, ASM inhibitor 22%, BRCA1 expr up -23%, B2AR arrestin -0.4%, TSG101-PTAP inh -3%, ELG1 genotoxic -4%, a7 integrin act -16%, TRPV1 agonist -3, p53 reactivator -3% and uPA generation 0%.
CCc1ccc(NC(=O)CSc2nc(=O)n(CCCN(C)C)c3c2CCC3)cc1 was read as USP2a block 1%, Eya2 inh -4%, ASM inhibitor -5%, BRCA1 expr up -15%, B2AR arrestin -0.1%, TSG101-PTAP inh -1%, ELG1 genotoxic 0%, a7 integrin act -50%[inhibitor], TRPV1 agonist -3, p53 reactivator -8% and uPA generation -2%.
`Cc1cccc(/C=C/C(=O)c2ccc(NC3=NCCCS3)cc2)c1` gave USP2a block 1%, Eya2 inh -6%, ASM inhibitor -4%, BRCA1 expr up -38%, B2AR arrestin -0.9%, TSG101-PTAP inh -9%, ELG1 genotoxic inconclusive, a7 integrin act -64%[inhibitor], TRPV1 agonist 5, p53 reactivator 4% and uPA generation inconclusive.
Screening O=C1C2C3C=CC(C2C(=O)N1CCO)C1C(=O)N(CCO)C(=O)C31 (configuration not stated) returned USP2a block 2%, Eya2 inh -2%, ASM inhibitor 2%, BRCA1 expr up -14%, B2AR arrestin 0.4%, TSG101-PTAP inh 0%, ELG1 genotoxic -4%, a7 integrin act inconclusive, TRPV1 agonist 0, p53 reactivator 9% and uPA generation -3%.
For CN(C)C(=O)c1cc(C(=O)c2ccccc2F)c[nH]1 the results were USP2a block 4%, Eya2 inh 14%, ASM inhibitor -2%, BRCA1 expr up 42%, B2AR arrestin -1.1%, TSG101-PTAP inh -4%, ELG1 genotoxic 4%, a7 integrin act -11%, TRPV1 agonist -3, p53 reactivator 14% and uPA generation -6%.
CC(=O)CSc1cc(-c2ccccc2)nc2ncnn12 was read as USP2a block 0%, Eya2 inh -12%, ASM inhibitor 3%, BRCA1 expr up 4%, B2AR arrestin -0.2%, TSG101-PTAP inh -3%, ELG1 genotoxic -4%, a7 integrin act -43%, TRPV1 agonist 2, p53 reactivator 1% and uPA generation -5%.
O=C(COC(=O)c1cc[n+]([O-])cc1)Nc1ccc(Br)cc1 was read as USP2a block 0%, Eya2 inh 9%, ASM inhibitor 0%, BRCA1 expr up 10%, B2AR arrestin -1.9%, TSG101-PTAP inh -1%, ELG1 genotoxic -1%, a7 integrin act -24%, TRPV1 agonist 1, p53 reactivator -5% and uPA generation 14%.
`CC(=O)C1=C(O)C(=O)N(c2nccs2)C1c1ccccc1F` (configuration not stated) gave USP2a block 1%, Eya2 inh -1%, ASM inhibitor 43%[activator], BRCA1 expr up -8%, B2AR arrestin -1.5%, TSG101-PTAP inh 0%, ELG1 genotoxic -4%, a7 integrin act inconclusive, TRPV1 agonist 4, p53 reactivator -1% and uPA generation 11%.
`Cc1nnc(NC2(C(F)(F)F)C(=O)Nc3c2c(=O)n(C)c(=O)n3C)s1` (configuration not stated) gave USP2a block -1%, Eya2 inh -27%, ASM inhibitor 0%, BRCA1 expr up 6%, B2AR arrestin -0.4%, TSG101-PTAP inh 4%, ELG1 genotoxic 7%, a7 integrin act 13%, TRPV1 agonist -3, p53 reactivator 2% and uPA generation 4%.
For CC(=O)C1=C(O)C(=O)N(CCCn2ccnc2)C1c1ccc(C)cc1 (configuration not stated) the results were USP2a block 1%, Eya2 inh 2%, ASM inhibitor -2%, BRCA1 expr up 9%, B2AR arrestin 0.2%, TSG101-PTAP inh -2%, ELG1 genotoxic -1%, a7 integrin act 12%, TRPV1 agonist 2, p53 reactivator -2% and uPA generation 8%.
For O=C(/C=C/c1ccco1)c1ccc(O)cc1 the results were USP2a block -1%, Eya2 inh inconclusive, B2AR arrestin 0.2%, ELG1 genotoxic inconclusive, TRPV1 agonist 15 and p53 reactivator inconclusive.
Screening O=C(COC(=O)CCC(=O)c1cccs1)NC1CCCCC1 returned USP2a block 1%, Eya2 inh 7%, ASM inhibitor 4%, BRCA1 expr up -5%, B2AR arrestin -0.5%, TSG101-PTAP inh -4%, ELG1 genotoxic -3%, a7 integrin act 13%, TRPV1 agonist 19, p53 reactivator -4% and uPA generation -6%.
CC(=O)Nc1c(C)ccc2nsnc12 was read as USP2a block 2%, Eya2 inh 2%, ASM inhibitor 0%, BRCA1 expr up -7%, B2AR arrestin 0.2%, TSG101-PTAP inh 2%, ELG1 genotoxic -1%, a7 integrin act 20%, TRPV1 agonist 1, p53 reactivator 4% and uPA generation 6%.
Screening CCOc1ccc(CC(=O)Nc2ccc(-c3ccc4nnc(C)n4n3)cc2)cc1 returned USP2a block 4%, Eya2 inh -1%, ASM inhibitor -1%, BRCA1 expr up -50%, B2AR arrestin 0.3%, TSG101-PTAP inh 9%, ELG1 genotoxic 21µM*, a7 integrin act 27%, TRPV1 agonist 1, p53 reactivator -7% and uPA generation -10%.

No enrichment for hits (roughly 2.6% active in at least one column).
